Anesthetic bind: candidate novel general anesthetic via apoferritin binding | P02791 | Potency, µM (highest dose often 77.5 µM), without a hit: top-dose activity change, negative = displacement, actives largely listed as inhibitors | apoferritin/1-aminoanthracene competitive binding, fluorescence | actives 0.074% (n = 350,000) | AID 485281; further: potency means the concentration at half of the fitted maximal effect; on the % scale 0 is the no-effect control and ±100 the full control effect; nearly all actives have a fitted effect of over 20% in size
Target sequence (P02791 2-175 limits assumed): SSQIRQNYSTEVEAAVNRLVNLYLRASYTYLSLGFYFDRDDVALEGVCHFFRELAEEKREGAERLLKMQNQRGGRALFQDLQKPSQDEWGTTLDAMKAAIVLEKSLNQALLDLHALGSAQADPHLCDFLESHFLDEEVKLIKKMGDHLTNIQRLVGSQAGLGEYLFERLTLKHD
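Horse-spleen apoferritin (10 uM) in 50% saturated 1-aminoanthracene in PBS was incubated 10 min at room temperature with compound. Fluorescence (ex 380, em 535 nm) was normalized to free and bound 1-AMA, with concentration-response fitted by a four-parameter Hill equation.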
D2 potentiator: positively modulates the human D2 dopamine receptor allosterically. P14416. HEK293 T-REx D2, calcium flux, EC20 dopamine potentiation. potentiation, % at 10 µM. actives 0.34% (n = 340,000). AID 485347;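 active means potentiation over 3 SD above the plate norm, cut at about 30% in these data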; further: 0% is about no effect
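Potentiation of an EC20 dopamine calcium response is measured in a force-coupled, tetracycline-inducible Hek293 Trex D2 line. Compound-only kinetic reads over 180 s flag agonists before dopamine addition.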
RXFP1 antag: blocks the human relaxin receptor RXFP1; Q9HBX9; HEK293-RXFP1, relaxin-stimulated cAMP HTRF, 30 min; active compounds read low; activity change, negative = inhibition, % at 57.5 µM; actives 0.59% (n = 350,000);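 active means activity change of -60% or lower, but not beyond a set lower limit; inconclusive means change between -60% and -40%, or beyond the set limit; inactive means change above -40%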; further: on the % scale 0 is the no-effect control and ±100 the full control effect
RXFP1 ag: activates the human relaxin receptor RXFP1 | Q9HBX9 | Potency, µM (titrated, usually from 57.5 µM), for the others: at the top dose activation, actives largely listed as activators | HEK293T-RXFP1 cAMP TR-FRET, 30 min; response scale: percent of porcine relaxin response, buffer zero | AID 2676 | actives 0.3% (n = 370,000); further: potency means the concentration at half of the fitted maximal effect; on the % scale 0 is the no-effect control and ±100 the full control effect; nearly all actives have a fitted effect of over 60% in size; many of its hits are not listed in these tables
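Agonist response is measured as cAMP accumulation in an RXFP1-transfected HEK293T line under PDE4 inhibition. Values are scaled between buffer-only and 29 nM porcine relaxin, and EC50s come from standard Hill equation fits.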
D1 PAM: enhances dopamine response at the human D1 receptor; potentiation, % at 10 µM; HEK293 TREx D1 cells, calcium flux, dopamine EC20 potentiation; P21728; actives 0.036% (n = 360,000); AID 504651; in the data active means potentiation above about 30%; further: 0% is about no effect
Target sequence (P21728 whole entry, looked up): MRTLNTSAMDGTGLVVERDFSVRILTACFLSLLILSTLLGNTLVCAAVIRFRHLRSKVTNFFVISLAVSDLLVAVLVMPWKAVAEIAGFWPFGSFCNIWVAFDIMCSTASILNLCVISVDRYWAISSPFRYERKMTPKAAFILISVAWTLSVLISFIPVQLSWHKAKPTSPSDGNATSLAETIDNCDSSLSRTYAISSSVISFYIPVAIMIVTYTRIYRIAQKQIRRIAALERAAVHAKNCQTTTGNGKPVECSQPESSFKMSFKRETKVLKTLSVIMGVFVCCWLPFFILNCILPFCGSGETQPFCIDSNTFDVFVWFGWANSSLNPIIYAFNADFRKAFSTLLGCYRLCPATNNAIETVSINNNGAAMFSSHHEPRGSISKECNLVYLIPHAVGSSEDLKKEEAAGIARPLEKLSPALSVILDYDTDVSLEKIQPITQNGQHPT
TRHR enhancer: TRH receptor (human) allosteric enhancement; AID 493056; enhancement, % at 2 µM; P34981; actives 0.66% (n = 360,000); TRHR cells, fluo-8 calcium fluorescence, EC20 TRH enhancement; in the data active means enhancement above about 30%; further: 0% is about no effect
Target sequence (P34981 whole entry, looked up): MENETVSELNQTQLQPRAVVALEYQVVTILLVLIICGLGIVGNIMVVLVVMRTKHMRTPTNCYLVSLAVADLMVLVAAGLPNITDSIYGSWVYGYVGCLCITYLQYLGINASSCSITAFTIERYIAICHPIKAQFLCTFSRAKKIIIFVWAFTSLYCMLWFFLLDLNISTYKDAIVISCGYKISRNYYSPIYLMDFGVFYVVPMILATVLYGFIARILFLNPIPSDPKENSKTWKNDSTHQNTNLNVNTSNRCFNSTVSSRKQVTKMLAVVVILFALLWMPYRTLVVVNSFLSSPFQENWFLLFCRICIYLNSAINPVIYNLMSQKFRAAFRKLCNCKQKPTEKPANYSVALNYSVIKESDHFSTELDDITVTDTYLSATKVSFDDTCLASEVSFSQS
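Enhancer read-out: after compound pinning and an initial kinetic agonist-mode read, an EC20 of TRH (10 nM final) was injected and fluo-8 calcium signal (Ex 480/Em 530) followed at 1 s/cycle for 100 cycles in TRHR-expressing cells.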
TRHR ag: agonists of human TRH receptor. P34981. TRHR cells, calcium flux fluo-8, FDSS agonist mode. activation, % at 2 µM. actives 0.18% (n = 360,000). AID 493084; in the data active means activation above about 30%; further: 0% is about no effect
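Read-out: compound-evoked intracellular calcium rise in TRHR cells, fluo-8 dye, kinetic FDSS fluorescence at 1 s/cycle following a 10-cycle baseline. Cells cultured overnight before dye loading (30 min–1.5 h, RT).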
D1 antag: antagonists of human D1 dopamine receptor; P21728; AID 504652; activity change, negative = inhibition, % at 10 µM; actives 3.2% (n = 360,000); HEK293 TREx D1 cells, calcium flux, dopamine EC80; active compounds read low; in the data active means activity change below about -30%; further: on the % scale 0 is the no-effect control and ±100 the full control effect
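After overnight tetracycline induction at 30 C, force-coupled D1 HEK293 cells took up a no-wash calcium dye at room temperature. Compounds were added and monitored 180 s, and the response to EC80 dopamine was then recorded.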
D1 agonist: agonists of human D1 dopamine receptor | actives 1% (n = 360,000) | P21728 | HEK293 T-REx D1 cells, calcium flux, agonist mode | activation, % at 2 µM; in the data active means activation above about 30%; further: 0% is about no effect
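Agonism was scored from calcium flux recorded over 180 s (1 read/s) after pintool compound addition, following a 10-cycle baseline. Cells were inducible force-coupled HEK293 TREx D1, plated overnight at 30 C and loaded with no-wash calcium dye.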
* marks the source's active call; other numbers are inactive results; u = inconclusive; x = not tested or not shown; & = joins results of further samples. Unless noted, the call rests on the fitted dose curve; in most records, active means well fitted curve in the direction sought with a large enough effect; inconclusive means small, poorly fitted or top-dose-only effect, or another doubt; inactive means no such curve, though single readings can be large; an effect the other way counts as inactive or inconclusive. The list is partial (hit frequency here may not be typical).

Sample of the layout, four compounds:
SMILES	Anesthetic bind	D2 potentiator	RXFP1 antag	RXFP1 ag	D1 PAM	TRHR enhancer	TRHR ag	D1 antag	D1 agonist
O=C(O)CCC(=O)N1CCc2cc(S(=O)(=O)N3CC=C(c4ccccc4)CC3)ccc21	u	0	2	-3.5%	x	3	1.0	-1	2
Cc1ccc(C)c(NC(=S)Nc2cccnc2)c1	-5%	x	11	-0.8%	-2	25	0.5	0	0
CN(Cc1ccon1)Cc1cn(Cc2ccccc2)nc1-c1ccc2c(c1)OCO2	-8%	-7	1	0.8%	-4	0	0.3	-23	0
CCn1c(SCC(=O)Nc2ccc(Br)cn2)nnc1C1CC1	-7%	2	3	2.4%	2	2	0.7	3	1

The list itself (from the top)
SMILES	Anesthetic bind	D2 potentiator	RXFP1 antag	RXFP1 ag	D1 PAM	TRHR enhancer	TRHR ag	D1 antag	D1 agonist
O=C(O)CCC(=O)N1CCc2cc(S(=O)(=O)N3CC=C(c4ccccc4)CC3)ccc21	u	0	2	-3.5%	x	3	1.0	-1	2
Cc1ccc(C)c(NC(=S)Nc2cccnc2)c1	-5%	x	11	-0.8%	-2	25	0.5	0	0
CN(Cc1ccon1)Cc1cn(Cc2ccccc2)nc1-c1ccc2c(c1)OCO2	-8%	-7	1	0.8%	-4	0	0.3	-23	0
CCn1c(SCC(=O)Nc2ccc(Br)cn2)nnc1C1CC1	-7%	2	3	2.4%	2	2	0.7	3	1
Cc1nc2ccccc2c(=O)n1NC(=O)/C=C/c1ccccc1Cl	-16%	-8	10	9.1%	-8	5	-0.4	-14	3
COc1ccc(Cl)cc1NC(=O)Cn1nnc(C(=O)NCc2cccs2)c1N	u	-4	x	2.5%	4	3	0.1	0	3
Cc1ccc(S(=O)(=O)C(CNC(=O)c2ccccc2F)c2cccs2)cc1 (centres undefined)	0%	6	-2	3.8%	1	-6	-0.5	0	2
COC(=O)[C@H](CCSC)NC(=O)NCc1ccccn1	-9%	-3	-12	1.0%	-4	3	0.6	20	0
O=C(CSc1ncccn1)N/N=C/c1ccc2c(c1)OCO2	-10%	16	14	-4.6%	0	2	0.4	0	3
CC(NC(=O)CCC(=O)c1ccccc1)c1ccc(F)cc1 (centres undefined)	x	-3	3	-1.0%	-5	-4	0.4	6	3
Cc1sc2nc(CN3CCOCC3)nc(NS(=O)(=O)c3ccc4c(c3)OCCO4)c2c1C	-14%	0	1	1.1%	-3	-8	0.9	-4	0
CCCn1c(SC(C)C(=O)NC2CCCC2)n[nH]c1=O (centres undefined)	x	1	6	1.2%	-4	1	0.1	15	2
CC(C(=O)Nc1ccc(S(N)(=O)=O)cc1)N1CCc2ccccc21 (centres undefined)	u	18	9	15%	-10	15	0.0	-29	4
CC(C)(CCC(=S)N1CCOCC1)C1CCCCC1	u	-10	-10	-0.7%	-5	-3	0.2	42	1
COc1ccc(NC(=O)c2cnc3sccn3c2=O)cc1	-6%	-3	3	9.8%	-8	-16	1.7	-21	1
O=C(NCc1nc2ccccc2[nH]1)C1=C[C@@H](c2ccccc2)C[C@@H](OCCCCO)O1	-15%	3	x	3.3%	-3	6	-0.6	-25	0
CC1(C)CC(=O)C=C(c2ccc(I)cc2)C1	x	9	x	-2.3%	4	18	-1.0	x	-2
COc1ccccc1/C=C/CN1CCN(Cc2ccc(F)cc2)C(CCO)C1 (centres undefined)	-19%	x	3	-0.5%	-4	25	-0.4	6	2
CN1C(=O)NC(NC(=O)c2ccco2)(C(F)(F)F)C1=O (centres undefined)	-6%	6	20	0.7%	4	-2	-0.9	12	2
COc1ccc(C2/C=C\CNCC(=O)N2Cc2ccc(F)cc2)cc1 (centres undefined)	-24%&4%	x	x	1.2%	0	-4	-0.2	4	2
CCOC(=O)CN1c2ccccc2NC(=O)CC1C (centres undefined)	-5%	13	-3	1.1%	0	-4	0.8	-5	3
CCOc1ccc(C(=O)NC(Cc2ccccc2)C(=O)OC)cc1 (centres undefined)	-8%	3	-1	-0.7%	-3	-3	-0.3	-32*	-2
CCOCCOC(=O)C(C)Oc1ccc(Oc2ncc(Cl)cc2Cl)cc1 (centres undefined)	-22%	-5	x	-0.2%	1	-2	-0.6	-4	7
O=C(O)C1Sc2[nH]c(=O)sc2C2c3ccc(O)cc3OC(=O)C12 (centres undefined)	-11%	14	-11	0.8%	3	-5	4.9	18	21
Cc1cc(C)cc(OCC(=O)N/N=C/c2ccncc2)c1	-9%	-9	12	1.0%	-5	1	0.2	-9	2
O=C(O)c1ccc(NC(=S)NC(NC(=O)c2ccco2)C(Cl)(Cl)Cl)cc1 (centres undefined)	1%	7	-5	3.3%	8	4	-0.7	-5	3
Cc1ccc(S(=O)(=O)N2CCN(Cc3nc4sc(C)c(C)c4c(=O)[nH]3)CC2)cc1	-4%	3	-10	5.5%	-8	7	-0.5	-1	2
O=C(COC(=O)COc1ccccc1F)Nc1ccc2c(c1)OCO2	x	0	14	0.2%	-2	6	-0.5	5	2
O=[N+]([O-])c1ccc2c(c1)nc1n2CCN(CC2CCCO2)C1 (centres undefined)	-6%	-10	x	1.2%	-1	-4	0.5	4	2
O=C(Nc1ccc(OC(F)F)c(Cl)c1)[C@@H]1CCCN1C(=O)c1cccs1	-16%	4	-8	0.6%	12	10	0.0	3	0
C=CCNC(=O)c1onc(CSc2ccncc2)c1C(=O)NCC=C	-2%	11	x	-0.1%	10	-1	0.0	-3	0
Cc1ccc2c(c1)c(Sc1ccccc1)c(CC(=O)O)n2C	-11%	3	-11	-0.8%	8	20	99*	8	3
c1ccc(-n2ncc3c(NCCN4CCCCC4)ncnc32)cc1	-11%	4	-7	0.1%	-3	3	1.2	1	5
O=C(COC(=O)c1cccc(O)c1)Nc1ccc(N2CCOCC2)cc1	x	0	16	-0.1%	-2	-3	0.6	7	2
O=C(Nc1ccc2oc(-c3ccc(Br)cc3)nc2c1)c1cc2ccccc2o1	2%	-2	-13	u	1	13	0.2	-14	9
CN(C)C(CNc1ccc(C(F)(F)F)cc1[N+](=O)[O-])c1ccccc1 (centres undefined)	3%	5	-7	-0.6%	0	24	0.0	3	0
Cc1cccc(C)c1NC(=O)COC(=O)c1ccc2c(c1)OCO2	-9%	-3	-1	u	-7	11	0.0	2	1
COc1ccc(Cn2nnnc2C(C(C)C)N2CCc3ccccc32)cc1 (centres undefined)	4%	15	-14	0.8%	-12	0	0.1	-23	2
O=C(CN1C(=O)C(=O)c2ccccc21)OCN1C(=O)c2ccccc2C1=O	-5%	-3	u	2.3%	3	-2	0.0	12	4
COc1cc(-c2nnc(COC(=O)c3cc(C)nc4ccc(C)cc34)o2)cc(OC)c1OC	-19%	4	-5	6.1%	3	4	0.6	15	3
CCCc1nnc(NC(=O)c2c(O)c3cccc4c3n(c2=O)CCC4)s1	-11%	5	x	0.3%	-10	-2	0.6	-15	2
Cc1ccc(S(=O)(=O)N(C)/N=C/c2ccc(N(C)C)cc2)cc1	-3%	-13	-8	0.9%	3	2	-1.5	7	0
CCSC(=O)CCCCCCCCCCCO	u	8	3	1.5%	-5	-3	0.7	-11	3
CCc1ccc2nc(N3CCN(C(=O)C(C)(C)C)CC3)sc2c1	-10%	3	-3	-0.3%	-4	3	0.1	-17	4
Cc1ccccc1NC(=O)c1ccc2[nH]c(C)c(C)c2c1	u	-11	-11	-0.6%	-5	-1	0.2	-11	1

Quoted from the listing:
Entry of `CCOC(=O)CN1c2ccccc2NC(=O)CC1C` (centres undefined) under D1 PAM: 0
Entry of `O=C(Nc1ccc(OC(F)F)c(Cl)c1)[C@@H]1CCCN1C(=O)c1cccs1` under D1 agonist: 0

(cont.)
SMILES	Anesthetic bind	D2 potentiator	RXFP1 antag	RXFP1 ag	D1 PAM	TRHR enhancer	TRHR ag	D1 antag	D1 agonist
CC(C)CCNC(=O)C1CCC(CNS(=O)(=O)c2cccc3nsnc23)CC1 (centres undefined)	-11%&-21%	-12	3&-6	-1.0%&4.2%	-1&1	-1&7	-0.4&-0.6	1&-13	3&3
Cc1ccc(Nc2ccc(NCc3ccccc3)nn2)cc1C	u	1	-15	-0.3%	-9	10	0.4	-44*	7
Cc1ccc(NC(=O)c2sc3nc(-c4cc5ccccc5oc4=O)[nH]c(=O)c3c2C)c(C)c1	-9%	5	-13	0.4%	-3	-3	0.5	-15	8
CCc1ccc(-c2cc(C)no2)cc1S(=O)(=O)N1CCN(c2cc(C)ccc2C)CC1	-4%	0	15	2.1%	-1	3	0.5	7	7
Cc1ccnc2nc(C(=O)OCC(=O)NC3CCC(C)CC3)nn12 (centres undefined)	x	-12	7	5.0%	0	-1	0.4	-3	0
COCC(=O)N1CCCC(C(=O)c2ccc(C(F)(F)F)cc2)C1 (centres undefined)	-4%	-1	-5	-1.0%	-4	-4	-0.5	7	1
N#CCCN(C(=O)COC(=O)c1ccc2c(c1)OCO2)c1ccccc1	x	-6	-4	-0.3%	0	-1	0.0	15	2
CCOC(=O)c1cnc2ccc(OCC)cc2c1Nc1ccc(OCc2ccccc2Cl)cc1	0%	-1	-1	2.3%	0	10	1.4	-1	8
NNC(=O)c1csc(-c2ncc(C(F)(F)F)cc2Cl)n1	-3%	-2	-17	-1.2%	-1	-1	-0.1	-11	2
COc1ccccc1C(=O)N1CCNC(=O)C1CC(=O)Nc1ccc(Cl)cc1 (centres undefined)	-7%	9	-10	1.0%	-6	1	0.0	9	2
CCn1cnc2c(Nc3cc(F)cc(F)c3)nc(C(=O)COc3c(F)c(F)cc(F)c3F)nc21	x	x	x	x	-6	-4	-1.2	-4	1
CCOC(=O)c1ccc(NC(=S)Nc2ccc3[nH]c(=O)[nH]c3c2)cc1	-4%	-3	-2	-0.8%	4	1	-0.1	-7	1
NS(=O)(=O)c1ccc(NCc2ccccc2OCc2ccc(F)cc2)cc1	u	1	-5	-0.2%	-2	-10	-0.4	-28	6
CCCCSCc1nc2ccccn2c1Br	-11%	2	-8	0.0%	2	-4	0.1	-27	3
COc1ccc(C2C(C#N)=C(N)Oc3c2c(-c2ccccc2)nn3-c2ccccc2)c(OC)c1OC (centres undefined)	3%	7	x	-0.5%	1	1	0.2	-23	11
COc1ccc(CCNC(=O)CCc2cn(C)c3ccccc23)c(OC)c1OC	1%	-7	-7	2.7%	-1	-11	-2.1	6	2

Assay outcomes from PubChem.
